Screening data as filed in PubChem BioAssay.
PLAP inhibitors HTS = inhibition of human placental alkaline phosphatase – biochemical, luminescence, HTS (AID 690). 0.08% of 96,000 active. inhibition, % at 20 µM, or IC50 in µM where a hit was titrated. purified PLAP, luminescent substrate; higher % means a stronger effect; in the data active = a potency from the dose series; inactive = the rest, 99 in 100 with inhibition below about 30%; note: strong numbers were not always called active
MRP resist rev = reverses drug resistance mediated by MRP. H69AR cells + 2 uM doxorubicin, CellTiter-Glo, 72 h. differential viability (reversal), % at 10 µM. 0.04% of 85,000 active. AID 602;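 active = viability drop by adding the cancer drug above about 55%, with treated viability meeting a 40% cutoff, limit read from the data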;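 note: viability without doxorubicin minus viability with 2 µM doxorubicin for each compound; larger differential means the compound sensitizes cells more to doxorubicin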
IL1B NFkB pot = enhances IL-1B driven NFkB nuclear translocation | HUVEC IL-1B NFkB p65 nuclear translocation imaging | activation, % at 2 µM | 0.3% of 94,000 active | AID 819;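 active = activation above 40%, about the mean plus 3 SD, also judged a hit on visual image review; inconclusive = activation above 40% but not a hit on visual review; inactive = activation not above 40% and no visual hit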;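 note: percent activation is computed from the nuclear over cytoplasmic p65 intensity ratio; values of inactives mirror those of a sister screen read the other way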
Bcl-B TR3 displacers = displacers of TR3 peptide from Bcl-B, primary screen, selectivity assay for Bfl-1 inhibitor project, biochemical, fluorescence polarization | FP displacement of FITC-TR3 peptide from Bcl-B; higher % means a stronger effect | displacement, % at 20 µM; hits with a dose series show IC50 in µM | 0.11% of 96,000 active | AID 748;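 active = displacement above 50% at 20 µM plus a fluorescence interference ratio under 1.5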;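 note: plate controls were wells without compound for no effect and wells lacking Bcl-B protein for full effect; a part of the inactive calls stands beside numbers as strong as those of hits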
IL1B NFkB inh = blocks IL-1B driven NFkB nuclear translocation in HUVEC cells; HUVEC IL-1B NFkB p65 nuclear translocation imaging; inhibition, % at 2 µM; 0.43% of 94,000 active;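 active = inhibition above about 30% together with a positive call from visual inspection of the well image, limit read from the data; inconclusive = inhibition above a set limit but visual check negative; inactive = inhibition not above a set limit, visual check negative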;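 note: nuclear over cytoplasmic p65 intensity ratio measured by imaging; 0% = IL-1B stimulated DMSO wells and 100% = unstimulated DMSO wells; values of inactives mirror those of a sister screen read the other way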
MRP resist rev cytotoxicity = further read-out of MRP resist rev, marked with its call; viability, %; H69AR cells, CellTiter-Glo, 72 h; measured here: cytotoxicity without doxorubicin
MRP resist rev with doxorubicin = further read-out of MRP resist rev, marked with its call; viability, %; measured here: viability with 2 uM doxorubicin; active compounds read low
IL1B NFkB inh cell count 2 µM = second read-out of IL1B NFkB inh, no call of its own (marks repeat the call); cell count; measured here: cells passing quality filter;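 raw number of nuclei counted in each imaged well without normalization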
IL1B NFkB pot cell count 2 µM = further read-out of IL1B NFkB pot, marked with its call; cell count; measured here: cells passing quality filter
* = called active by the depositor; u = inconclusive; x = no result given.

Order of values: MRP resist rev	MRP resist rev cytotoxicity	MRP resist rev with doxorubicin	Bcl-B TR3 displacers	IL1B NFkB pot cell count 2 µM	IL1B NFkB inh cell count 2 µM	IL1B NFkB pot	PLAP inhibitors HTS	IL1B NFkB inh
- O=C(NCc1ccc2c(c1)OCO2)C(=O)NC1CCCCC1
→ -7.8	79.5	87.3	5.3%	153	153	-0.7	-7.0%	0.7
- COCCn1c(SCC(=O)Nc2ccc3c(c2)OCCO3)nnc1-c1c[nH]c2ccccc12
→ 4.1	95.7	91.5	-2.6%	127	127	0.8	0.2%	-0.8
- O=C(c1cccs1)N1CCC(Cc2ccccc2)CC1
→ -11.5	97.2	108.6	x	180	180	-7.6	x	7.6
- CCOC(=O)N=S(N)(=O)c1ccccc1 (stereo unspecified)
→ -30.9	62.3	93.3	2.4%	x	x	x	-5.0%	x
- c1csc(-c2nn3c(C4COc5ccccc5O4)nnc3s2)c1 (stereo unspecified)
→ -4.0	76.6	80.6	-1.7%	145	145	18.2	-4.6%	-18.3
- CCCC(=O)Nc1ccc2c(c1)nc(CN1CCCCC1)n2C
→ 8.8	89.6	80.8	-1.2%	110	110	-4.9	-7.0%	4.9
- CCSc1nnc(NC(=O)C2CCCCC2C(=O)OCC(F)(F)C(F)F)s1 (stereo unspecified)
→ 5.2	89.7	84.6	2.7%	131	131	-0.3	-7.4%	0.3
- CCc1ccc2[nH]c(=O)c(CN(Cc3ccc4c(c3)OCO4)Cc3nnnn3C3CCCC3)cc2c1
→ 0.6	4.8	4.2	-4.7%	165	165	-7.2	-47.2%	7.2
- O=C(O)CCN1/C(=C/C=Nc2ccccc2)Oc2ccccc21
→ 6.9	105.6	98.7	-39.8%	115	115	19.2	15.5%	-19.3
- O=C(Nc1ccc(F)cc1)c1nsc(Cl)c1Cl
→ 0.2	37.1	36.9	x	111	111	-5.1	x	5.1
- c1ccc(Cn2nnc3c(NCC4CCCO4)ncnc32)cc1 (stereo unspecified)
→ x	x	x	-4.8%	67	67	-4.1	-32.0%	4.1
- CCc1ccccc1N(CC(=O)N1CCN(c2ccccc2)CC1)S(C)(=O)=O
→ 3.2	99.2	96.0	4.7%	156	156	2.0	-54.2%	-2.0
- O=CNCC(=O)NCCc1ccc(Cl)cc1
→ 0.1	96.5	96.5	-3.8%	125	125	18.9	-3.6%	-18.9
- COc1cccc(-c2cc(C(=O)NCCN3CCOCC3)no2)c1
→ 3.6	89.9	86.2	-10.3%	174	174	-5.7	-12.9%	5.7
- COc1ccc(Br)cc1C(=O)Nc1nnn(C)n1
→ -0.4	94.1	94.5	-0.1%	55	55	-4.4	22.3%	4.4
- CC1Cc2ccccc2N1C(=O)C1CCN(S(=O)(=O)Cc2ccccc2)CC1 (stereo unspecified)
→ -0.5	93.0	93.4	8.4%	84	84	-16.9	16.5%	16.9
- CCOC(=O)CSc1nc2sc(C(=O)O)c(C)c2c(=O)[nH]1
→ 3.8	104.1	100.3	-1.1%	x	x	x	-30.6%	x
- CC1CCN(S(=O)(=O)c2ccc(NC(=O)CN3CCN(c4ccccc4)CC3)cc2)CC1
→ -6.6	59.9	66.5	3.4%	x	122	u	-5.7%	-56.4
- CSCCC(NS(=O)(=O)c1cccs1)C(=O)NCc1cccs1 (stereo unspecified)
→ 7.8	92.7	84.9	-0.4%	168	168	-8.3	-7.0%	8.3
- Cc1cccc(NS(=O)(=O)c2cc(C(=O)N3CCN(C)CC3)ccc2C)c1
→ -11.6	51.3	62.8	-0.8%	164	164	8.1	-42.0%	-8.1
- CCOc1ccccc1-n1c(CN2CCN(C(=O)c3ccco3)CC2)nc2ccccc2c1=O
→ -12.4	62.7	75.1	-5.9%	100	100	4.1	-47.4%	-4.1
- COC(=O)C1(S(=O)(=O)c2cc(Br)cc3c2N(C(C)=O)CC3)CC1
→ 0.1	70.4	70.3	6.4%	91	91	4.9	-20.3%	-4.9
- Nn1c(SCc2cccc(C(F)(F)F)c2)nnc1-c1ccco1
→ 8.8	93.5	84.7	-51.6%	118	118	1.7	14.1%	-1.7
- COc1ccc(CCn2nnnc2C(C(C)C)N2CCC(C(N)=O)CC2)cc1OC (stereo unspecified)
→ x	x	x	0.0%	x	x	x	-8.8%	x
- Cn1c(-c2ccccc2)cnc1SCC(=O)N1CCCCC1
→ 19.0	92.5	73.5	x	122	122	-3.3	x	3.3
- CN(C)CC#CCCCCCCC#CCN(C)C
→ 2.4	91.5	89.1	-9.4%	190	190	-8.6	-12.1%	8.6
- O=C1N(CCCCN2C(=O)C3(OCCO3)c3ccccc32)c2ccccc2C12OCCO2
→ -5.8	60.9	66.7	-6.9%	170	170	23.8	20.6%	-23.8
- CCOC(=O)CSc1nc2ccccc2c(=O)n1CC1CCCC1
→ -8.5	87.7	96.1	x	123	123	1.8	x	-1.8
- CC(C)NS(=O)(=O)c1ccc(OCC(=O)NCc2ccc3c(c2)OCO3)c(Cl)c1
→ 1.1	90.1	89.0	-6.1%	121	121	4.4	-49.6%	-4.4
- O=C(N=NC(=O)c1ccc2c(O)n(C3CCCCC3)c(O)c2c1)c1cccnc1
→ x	x	x	-5.9%	163	163	-6.8	-59.9%	6.8
- COc1ccc(S(=O)(=O)N2CCC(O)(c3ccc4c(c3)OCO4)CC2)cc1
→ x	x	x	1.6%	95	95	28.9	4.7%	-28.9
- COc1ccc(N2CCN(C(=O)CCCn3c(=O)[nH]c4cc(Cl)ccc4c3=O)CC2)cc1
→ -8.4	69.4	77.8	-1.3%	x	x	x	-95.6%	x
- c1ccc(CSC2=NCCCN2)cc1
→ 8.6	86.8	78.2	0.1%	149	149	1.1	24.0%	-1.1
- C/C(O)=C(/N=O)C(=O)Nc1ccccc1
→ -2.9	87.2	90.1	2.3%	129	129	1.6	2.3%	-1.6
- O=S(=O)(Nc1ccccc1N1CCOCC1)c1ccc(Cl)s1
→ -2.4	88.3	90.7	-2.3%	x	x	x	0.5%	x
- Cc1ccccc1-c1cc(C(=O)Nc2sc(C)c(C)c2C(N)=O)c2ccccc2n1
→ x	x	x	-88.2%	185	185	7.6	-51.9%	-7.6
- Cc1ccc(Oc2cc(-n3nc(C)cc3C)ncn2)cc1
→ 0.5	97.0	96.5	x	212	212	8.0	x	-8.0
- O=C(CN1CCOCC1)OCCCc1ccccc1
→ 4.5	94.8	90.2	0.4%	180	180	25.1	-15.8%	-25.1
- CCC(CO)N=CC1=C(O)C(C(=O)c2ccccc2)CCC1=O (stereo unspecified)
→ 1.0	100.0	99.0	1.7%	103	103	-8.6	6.4%	8.6
- C(=N\n1cnnc1)/c1cccn1-c1ccccc1
→ 5.6	104.3	98.6	-3.3%	143	143	6.7	10.8%	-6.7
- COC(=O)c1ccccc1NC(=O)c1c(O)c2cccc3c2n(c1=O)CCC3
→ 9.1	104.5	95.4	-2.8%	x	x	x	-48.9%	x
- Cc1ccc(N2C(=O)[C@@H]3[C@H](C2=O)C2c4ccccc4C=CN2[C@@H]3C(=O)c2ccco2)cc1 (stereo partly specified)
→ x	x	x	4.6%	82	82	-11.1	-34.6%	11.1
- N#C/C(=N/Nc1ccccc1F)C(=N)N1CCOCC1
→ x	x	x	2.2%	155	155	5.4	-0.1%	-5.4
- COc1ccc(CCNC(=O)Cn2nnc(-c3ccc(N(C)C)cc3)n2)cc1OC
→ 13.4	87.1	73.7	x	94	94	8.0	x	-8.0
- COc1ccccc1CC(=O)N1CCCC1
→ 33.1	97.7	64.6	-7.4%	99	99	2.2	10.9%	-2.2
- CCOC(=O)c1c(C=O)c(C)n(Cc2ccccc2)c1C
→ -1.8	78.7	80.4	-3.1%	147	147	11.1	9.3%	-11.1
- COc1ccc(OC)c(C(=O)CSc2nc3c(c(=O)n(C)c(=O)n3C)n2C(C)C)c1
→ -14.1	72.9	87.0	-4.7%	113	113	6.9	-2.4%	-6.9
- Cc1ccc(C2CN(c3ccccc3)CC2C(=O)c2ccc(F)cc2)cc1 (stereo unspecified)
→ x	x	x	-3.6%	178	178	7.8	16.7%	-7.8
- COc1ccc(-c2cc(C(F)F)n3ncc(C(=O)N4CCN(C(=O)c5ccco5)CC4)c3n2)cc1
→ 3.1	78.1	75.0	-2.3%	x	x	x	-56.5%	x
- CCC(C)Sc1nc2c(c(=O)[nH]c(=O)n2C)n1Cc1ccc(Cl)cc1 (stereo unspecified)
→ 17.4	68.0	50.6	1.1%	x	x	x	-1.7%	x
- CC(=O)c1ccc(OCCCC(=O)NCC(c2ccco2)N(C)C)cc1 (stereo unspecified)
→ 12.1	104.7	92.6	9.2%	141	141	-11.5	-47.5%	11.5
- COc1ccc(-c2csc(NC(=O)C3CCCCN3S(=O)(=O)c3ccccc3)n2)cc1 (stereo unspecified)
→ -14.6	43.9	58.5	-20.6%	140	140	-8.0	2.6%	8.0
- O=C(c1ccc(=O)oc1)N1CCN(c2ccc(F)cc2)CC1
→ 10.0	95.9	85.8	3.5%	x	x	x	-39.8%	x
- O=S(=O)(c1ccc(F)cc1)c1nc(-c2ccc(F)cc2)oc1NCCN1CCOCC1
→ 0.0	91.1	91.0	-2.0%	x	x	x	-62.5%	x
- Cc1ccc(S(=O)(=O)N(C)CC(=O)N2CCN(C(=O)c3ccco3)CC2)cc1
→ 11.7	101.1	89.4	2.0%	136	136	8.8	1.0%	-8.8
- CC(C)NC(=O)c1cc(-c2ccco2)nn1-c1ccc(Cl)cc1
→ x	x	x	27.8%	184	184	15.7	-7.4%	-15.7
- COCCn1c(=O)[nH]c2cc(C(=O)NCCN3CCN(c4ccccc4)CC3)ccc2c1=O
→ x	x	x	8.9%	91	91	-3.4	-25.2%	3.4
- COc1ccc(-c2cc(C3CC3)nc3sc(C#N)c(N)c23)cc1
→ x	x	x	-12.6%	125	125	9.8	-53.3%	-9.8
- Cc1nc(N2CCOCC2)c2cc(-c3ccccc3)sc2n1
→ 5.5	81.2	75.7	-2.0%	x	x	x	-37.9%	x
- O=C(NC(=S)Nc1ccc(N2CCCCC2)c(Cl)c1)c1cccs1
→ x	x	x	x	93	93	0.8	x	-0.8

Next structures follow:
Order of values: MRP resist rev	MRP resist rev cytotoxicity	MRP resist rev with doxorubicin	Bcl-B TR3 displacers	IL1B NFkB pot cell count 2 µM	IL1B NFkB inh cell count 2 µM	IL1B NFkB pot	PLAP inhibitors HTS	IL1B NFkB inh
- CC1CCc2nn(CC(=O)N3CCCCCC3)cc2C1 (stereo unspecified)
→ 2.5	91.9	89.3	1.4%	x	x	x	0.0%	x
- O=C(CN1CCN(Cc2ccccc2)CC1)NC(=O)NCc1ccco1
→ -22.5	69.0	91.6	15.8%	109	109	2.1	-10.0%	-2.1
- COCCNc1cc(C)nc2c3c(C)cc(C)nc3nn12
→ -22.2	64.4	86.6	9.6%	x	x	x	-84.6%	x
- Cc1ccc2c(c1)N(CCC(=O)NCc1ccco1)C(=O)CO2
→ 10.7	101.9	91.1	0.5%	200	200	5.9	-5.0%	-5.9
- CC(=O)c1c(C)cc(C)c(CSc2nnc(-c3ccco3)o2)c1C
→ -0.6	78.5	79.1	-5.0%	184	184	10.6	16.8%	-10.6
- Cc1cc(C)n(Cc2ccc(C(=O)NCc3ccco3)o2)n1
→ -3.4	80.0	83.4	6.8%	161	161	13.4	-49.8%	-13.4
- CCc1nnc(NC(=O)c2ccc(-c3ccc(Cl)cc3)o2)s1
→ 8.1	101.3	93.2	-105.7%	156	156	-6.7	-3.7%	6.7
- O=C(O)C1CCCCC1C(=O)NCCc1ccncc1 (stereo unspecified)
→ 11.2	88.6	77.4	-3.4%	114	114	18.2	13.6%	-18.2
- Cc1nc2sc(C(c3ccco3)N3CCOCC3)c(O)n2n1 (stereo unspecified)
→ -4.0	92.3	96.3	x	95	95	-1.2	x	1.2
- CCCCn1c(O)c(C(CC)=Nc2ccc3c(c2)CCC3)c(=O)[nH]c1=O
→ 6.6	85.6	79.0	11.4%	104	104	16.9	10.6%	-16.9

Only part of the results is shown; count on the stated rates, not on these rows.
